# RPL19A TOR yeast = modulators of TOR pathway RPL19A-GFP in S. cerevisiae. S. cerevisiae RPL19A-GFP strain, flow cytometry, 3 h; hits give low values. AID 2025. percent response vs DMSO, % at 10 µM. 330,000 compounds, 0.3% hits;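 active means percent response vs DMSO below 50%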;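 further: median channel GFP fluorescence of the barcoded RPL19A-GFP strain; ratio of sample median GFP to plate DMSO average so 100% = DMSO; lower means less RPL19A-GFP as with rapamycin TOR inhibition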
# LAP4 TOR yeast = yeast TOR pathway LAP4-GFP modulation | S. cerevisiae LAP4-GFP multiplex, flow cytometry GFP, 3 h; median GFP as percent of DMSO wells | GFP response vs DMSO, % at 10 µM | 320,000 compounds, 0.34% hits;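 active means GFP response vs DMSO above a set limit, about the screen mean plus 3 SD, cut at about 150% in these data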
# AHR activator = activators of human aryl hydrocarbon receptor; AHR-responsive luciferase reporter cells, luminescence; activation, % at 5 µM; 320,000 compounds, 2.5% hits; in the data active means activation above about 47%;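 further: 0% = vehicle wells and 100% = reference agonist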
# proCasp3 act = activators of human procaspase-3; AID 463141; recombinant procaspase-3 D3A, Ac-DEVD-pNA absorbance 405 nm; 330,000 compounds, 0.11% hits; activation, % at 8.5 µM;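 active means activation above the mean of all tested compounds plus 3 SD, cut at about 21% in these data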;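 further: 0% = DMSO alone and 100% = DMSO wells spiked with extra 5 µM PC-3 D3A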
#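 Test system: Procaspase-3 D3A mutant, all three cleavage aspartates alanine | Dosing: Single dose, 8.5 µM nominal compound, 0.8% DMSO | Schedule: 1 h preincubation, 2 h reaction | Technique: 405 nm absorbance of p-nitroaniline, reads at 0 and 120 min | Repeats: One well per compound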
# ZTA counter = counter-screen for EBNA-1 inhibitors: inhibitors of Epstein-Barr virus ZTA | 320,000 compounds, 0.15% hits | P03206 | inhibition, % at 11 µM | ZTA-DNA binding, fluorescence polarization; in the data active means inhibition above about 33%
# MEP2 TOR yeast = yeast TOR pathway MEP2-GFP modulation. S. cerevisiae MEP2-GFP strain, flow cytometry GFP, 3 h; 100% = DMSO control level. GFP response vs DMSO, % at 10 µM. 330,000 compounds, 0.51% hits;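 active means GFP response versus DMSO above a set limit, roughly screen mean plus 3 SD, cut at about 180% in these data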;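 further: median GFP fluorescence of the barcode-gated MEP2-GFP cells per well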
# EBNA-1 inh = blocks EBNA-1 binding to DNA. AID 1950. 300,000 compounds, 0.34% hits. EBNA-1 DNA binding, fluorescence polarization. inhibition, % at 14.8 µM; in the data active means inhibition above about 28%
# procasp7 counter = counter-screen: procaspase-7 (human) activation; activation, % at 8.5 µM; P55210; AID 463210; 330,000 compounds, 0.093% hits; recombinant procaspase-7, Ac-DEVD-pNA absorbance 405 nm; D23A/D198A/D206A triple mutant, cannot self-cleave; scale: DMSO 0, 5 µM enzyme 100;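 active means percent activation above the screen-wide mean plus 3 SD, cut at about 25% in these data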
#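 Assay system: Uncleavable procaspase-7 mutant enzyme | Input: 2 µM procaspase-7 mutant as dispensed | Timing: 1 h compound preincubation, 2 h substrate cleavage, 25 °C | Repeats: One well per compound | Control set: DMSO wells as 0%, DMSO with 5 µM added PC-7 as 100% | Technique: Epi-absorbance of released pNA at 405 nm, two timepoints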
# An asterisk follows results filed as active; · = no result given.
SMILES,RPL19A TOR yeast,LAP4 TOR yeast,AHR activator,proCasp3 act,ZTA counter,MEP2 TOR yeast,EBNA-1 inh,procasp7 counter
O=C(Cn1c(=O)c2cccn2c2ccccc21)Nc1cc(F)ccc1F,97,101,6,13,-5,88,4,2
C[C@@H]1O[C@@H](O[C@@H]2[C@@H](O)[C@H](OCCc3ccc(O)c(O)c3)O[C@H](CO)[C@H]2OC(=O)/C=C/c2ccc(O)c(O)c2)[C@H](O)[C@H](O)[C@H]1O,96,99,0,-7,·,94,·,-33
COc1cccc(NC(=O)C(=O)NCCC2CCCCN2S(=O)(=O)c2ccccc2)c1 (stereo unspecified),97,107,2,4,-9,100,-8,0
C/C(=N\N=C(N)N)c1ccc(C)c(C)c1,101,103,59*,3,-1,100,-11,2
CCC(C)(C(=O)NC1CCCCC1)N(Cc1ccco1)C(=O)CC1NC(=O)NC1=O (stereo unspecified),99,93,1,1,0,100,0,8
Cc1ccc(-c2nc(NC(=O)CSc3nnc(C)s3)ns2)cc1,100,113,-3,6,9,107,7,5
Cn1c(N)c(C(=O)CSc2nn(-c3ccc(F)cc3)c(=S)s2)c(=O)n(C)c1=O,104,95,0,3,-7,108,·,-7
COc1ccc(CC(=O)OCC(=O)NC2CCCCC2)cc1OC,100,107,-1,12,·,108,·,2
CCOc1ccc(NC(=O)c2ccccc2NC(=O)CNC2CCCC(C)C2C)cc1 (stereo unspecified),96,103,2,3,·,101,·,6
O=C(COC(=O)CCc1nc2ccccc2s1)NCc1ccco1,97,106,0,-6,-15,89,-10,16
CCOC(=O)c1cc2c(C)n(-c3ccc(OCC)cc3)c(C)c2cc(C(=O)OCC)c1=O,107,92,1,-2,-9,101,4,0
Cc1ccccc1NCC(=O)N=Nc1c(O)[nH]c2ccc([N+](=O)[O-])cc12,100,105,9,0,7,106,8,10
CCOC(=O)C1=C(C)N=c2s/c(=C/c3ccco3)c(=O)n2C1c1cccc(OC)c1 (stereo unspecified),101,97,-1,-7,1,115,-4,-4
COc1cccc(C(=O)Nc2ncc3c(n2)CC(C)CC3=O)c1 (stereo unspecified),97,101,1,12,-5,109,-8,8
O=C1CC(N2CCN(c3ncccn3)CC2)C(=O)N1CCc1ccccc1 (stereo unspecified),98,111,2,-11,-6,93,2,-4
CSc1nc2sc3c(c2c(=O)[nH]1)CC(C)(C)OC3,103,92,0,-1,-8,113,5,9
O=C(CSc1cn[nH]n1)Nc1ccccc1C(=O)O,93,85,0,-11,-4,96,0,-16
COc1cc(C(=O)COC(=O)c2cnc(C)cn2)ccc1OC(F)F,100,104,-1,8,-10,109,0,-1
Cc1ccc(NS(=O)(=O)c2ccc(-c3cnc(C4CC4)o3)cc2)c(C)c1,102,118,18,-5,-3,100,8,5
CC1(C)OC(=O)C(=NNc2ccccc2C(=O)O)C(=O)O1,96,104,0,3,-9,101,-9,-1
Cc1c(C(=O)N2CCCCC2)sc(NC(=O)C23CC4CC(CC(C4)C2)C3)c1C#N,90,88,-1,1,-12,97,7,3
CS(=O)(=O)c1ccc(Cl)c(NC(=O)CSc2n[nH]c(-c3cccs3)n2)c1,98,99,31,4,6,96,·,1
CCOC(=O)/C(=C/Nc1ccccc1)[N+](=O)[O-],96,100,5,-16,-6,101,-1,-7
Cc1ccc(C(C)NC(=O)c2c(C)noc2C)cc1C (stereo unspecified),97,102,2,-5,2,100,-3,5
Nc1nnc(SCC(=O)Nc2nnc(-c3ccccc3)o2)s1,99,94,2,-9,-10,93,·,2
# The list goes on:
SMILES,RPL19A TOR yeast,LAP4 TOR yeast,AHR activator,proCasp3 act,ZTA counter,MEP2 TOR yeast,EBNA-1 inh,procasp7 counter
CSc1ncccc1C(=O)N(C)CC(=O)Nc1ccc(Cl)cc1,99,85,13,7,-1,107,-5,5
NC(=O)CC(NC(=O)Cc1cccc2ccccc12)c1ccc(NC2CCN(Cc3ccccc3)CC2)c([N+](=O)[O-])c1 (stereo unspecified),98,109,-2,7,11,99,7,7
CCOc1ccc(-n2c(SCc3cc(=O)oc4cc(C)c(C(C)C)cc34)nnc2-c2cccnc2)cc1,105,92,-1,6,-10,102,5,6
COC(=O)c1cc2c(C)[nH]c(C)c2cc(C(=O)OC)c1=O,104,95,2,-1,8,99,4,3
O=C(CSc1ccc2nnc(-c3ccc(Cl)cc3)n2n1)N1CCCc2ccccc21,101,86,-1,5,6,97,4,7
COc1ccc(/C=N/NC(=O)c2cccnc2)cc1Cn1nc([N+](=O)[O-])c(Br)c1C,89,87,9,6,-6,94,6,0
CCOc1ccccc1CNC(=O)c1cc2oc3ccccc3c2n1C,94,96,9,5,8,102,9,2
C/C(CC(=O)NCc1ccccc1)=N\NC(N)=S,93,117,8,2,-3,106,-3,-11
Cc1ccc(S(=O)(=O)N2CCC(C(=O)OCC(=O)NCCc3ccccc3)CC2)cc1C,95,108,-2,10,-14,96,2,1
O=C(NCCc1ccccc1)c1ccc(Cl)c(S(=O)(=O)N2CCCC2)c1,104,99,13,3,5,100,-1,11
COc1ccccc1C(=O)COC(=O)CSC(C)C(=O)Nc1cc(C)on1 (stereo unspecified),105,107,1,1,-3,102,2,2
O=C1CN(C(=O)COC(=O)C23CC4CC(CC(O)(C4)C2)C3)c2ccccc2N1,100,98,-2,-2,5,102,-3,-8
CCCCn1cnc2cc(NCc3cccc(OC)c3O)ccc21,107,105,4,-13,11,106,17,6
Cc1cc([N+](=O)[O-])ccc1-c1ccc(C2Nc3ccccc3C(=O)N2O)o1 (stereo unspecified),·,110,-1,-3,1,97,9,-1
O=c1c(O)c(-c2ccccc2)oc2cc(O)cc(O)c12,96,127,0,-4,·,95,·,-3
O=c1[nH]c2ccc(Cl)cc2c(-c2ccccc2)c1N1CCN(c2ccccn2)CC1,95,101,1,7,-3,97,8,-8
CCCCN(C(=O)/C=C/c1ccco1)c1c(N)n(CC(C)C)c(=O)[nH]c1=O,90,108,1,2,-10,96,-6,4
CCCNC(=O)c1cc(Cl)c(NC(=O)C2=CSCCO2)cc1OC,98,109,28,-3,0,100,11,-1
Cc1cc(NC(=O)/C=C/C(=O)N(c2ccccc2C)C(C(=O)NC2CCCC2)c2ccc(F)cc2)no1 (stereo unspecified),93,89,6,-10,-7,91,-7,-14
Cc1ccc(NC(=O)COC(=O)c2cc(C)nc3ccccc23)c([N+](=O)[O-])c1,102,98,1,8,9,103,7,-3
O=C(c1ccc(Cl)c(S(=O)(=O)N2CCOCC2)c1)N1CCN(c2ccccc2)CC1,101,98,-1,-2,2,102,1,-7
COc1cccc(C(=O)COc2ccccc2N2C(=O)C3C4C=CC(C4)C3C2=O)c1 (stereo unspecified),100,102,5,7,-17,112,-7,3
COc1ccc(NC(=S)N/N=C/c2ccc(F)cc2)cc1OC,89,99,20,2,-3,98,-4,-14
Cc1cc(C(=O)N2CCN(c3ccccc3)CC2)c(C)o1,102,110,0,-2,-1,110,12,6
COc1cc(NS(=O)(=O)c2ccc(NC(=O)c3cccs3)cc2)nc(OC)n1,108,89,4,-1,8,107,-17,-3
# Continued.
SMILES,RPL19A TOR yeast,LAP4 TOR yeast,AHR activator,proCasp3 act,ZTA counter,MEP2 TOR yeast,EBNA-1 inh,procasp7 counter
COc1ccccc1COCC(O)CN1CCCCC1CO (stereo unspecified),99,98,1,-6,-7,105,-17,4
Fc1ccc2c(c1)C(c1ccncc1)=NNC(c1cccnc1)=N2,99,94,14,-3,8,98,-1,5
Cc1ccc(NC(=O)c2ccc(COc3ccccc3[N+](=O)[O-])o2)nc1,99,110,13,-7,-3,103,·,7
Cc1ccc(-c2n[nH]c(=S)n2/N=C\c2ccco2)cc1,100,104,35,-2,-14,100,3,-10
CN(C)C(CNC(=O)c1cccc(S(=O)(=O)NCc2ccccc2)c1)c1ccco1 (stereo unspecified),101,107,1,7,-16,101,-6,1
COc1cc(CN2CCCCC2C(=O)Nc2ccc(Oc3ccccc3)nc2)ccc1O (stereo unspecified),106,88,10,-16,-16,116,9,-23
COc1ccc(N(CC(=O)NCc2cccs2)S(=O)(=O)c2cccnc2)cc1,95,93,4,13,-19,97,1,12
O=C(CC1C(=O)NCCN1Cc1ccccc1C(F)(F)F)NC1CCC1 (stereo unspecified),104,112,-2,-4,-7,110,-1,0
Cc1ccc(Cl)cc1N1CCN(S(=O)(=O)c2c(C(=O)N3CCOCC3)c(C)n(C)c2C)CC1,98,89,3,-3,1,92,-12,-8
Cc1cc(-c2ccc(C)c(S(=O)(=O)NCc3ccc(Br)cc3)c2)on1,92,96,1,-1,2,97,-6,4
Cc1cccc(NC(=O)CNC(=O)CN2C(=O)NC3(CCCc4ccccc43)C2=O)c1C (stereo unspecified),89,102,2,9,8,91,1,13

# Filtered by structure: those above with a Cl atom (8)
SMILES,RPL19A TOR yeast,LAP4 TOR yeast,AHR activator,proCasp3 act,ZTA counter,MEP2 TOR yeast,EBNA-1 inh,procasp7 counter
CS(=O)(=O)c1ccc(Cl)c(NC(=O)CSc2n[nH]c(-c3cccs3)n2)c1,98,99,31,4,6,96,·,1
CSc1ncccc1C(=O)N(C)CC(=O)Nc1ccc(Cl)cc1,99,85,13,7,-1,107,-5,5
O=C(CSc1ccc2nnc(-c3ccc(Cl)cc3)n2n1)N1CCCc2ccccc21,101,86,-1,5,6,97,4,7
O=C(NCCc1ccccc1)c1ccc(Cl)c(S(=O)(=O)N2CCCC2)c1,104,99,13,3,5,100,-1,11
O=c1[nH]c2ccc(Cl)cc2c(-c2ccccc2)c1N1CCN(c2ccccn2)CC1,95,101,1,7,-3,97,8,-8
CCCNC(=O)c1cc(Cl)c(NC(=O)C2=CSCCO2)cc1OC,98,109,28,-3,0,100,11,-1
O=C(c1ccc(Cl)c(S(=O)(=O)N2CCOCC2)c1)N1CCN(c2ccccc2)CC1,101,98,-1,-2,2,102,1,-7
Cc1ccc(Cl)cc1N1CCN(S(=O)(=O)c2c(C(=O)N3CCOCC3)c(C)n(C)c2C)CC1,98,89,3,-3,1,92,-12,-8

# Molecules above that contain a COOH group, in the order listed:
SMILES,RPL19A TOR yeast,LAP4 TOR yeast,AHR activator,proCasp3 act,ZTA counter,MEP2 TOR yeast,EBNA-1 inh,procasp7 counter
O=C(CSc1cn[nH]n1)Nc1ccccc1C(=O)O,93,85,0,-11,-4,96,0,-16
CC1(C)OC(=O)C(=NNc2ccccc2C(=O)O)C(=O)O1,96,104,0,3,-9,101,-9,-1

# Assay outcomes from PubChem.
